# From PubChem BioAssay
# AID2073: disruptors of CaV2.2 binding to Mint1 – biochemical, HTRF (AID 2073). HTRF protein-protein interaction, Mint1-CaV2.2; higher % means a stronger effect. one-dose inhibition, % at 20 µM; IC50 in µM for titrated hits. actives 0.19% (n = 290,000); in the data active = inhibition mostly above about 51%, no sharp cut-off; note: some results filed as inactive read as strong as hits
# M17LAP inhibition: P. falciparum M17LAP inhibitors, primary screen, biochemical, fluorogenic H-Leu-NHMec substrate, 1536-well (AID 1619). recombinant M17LAP, H-Leu-NHMec fluorogenic kinetic assay; higher % means a stronger effect. inhibition, % at 30 µM, or IC50 in µM where a hit was titrated. actives 0.38% (n = 220,000);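 active = compound inhibiting the enzyme by more than half at any dose during confirmatory dose-response retesting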;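 note: plate controls were full reaction with DMSO carrier for no effect and no enzyme background for full effect; strong numbers were not always called active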
# HEK293 NOD2/NF-kB: inhibition of NOD2-driven NF-kB reporter – cell-based, luminescence, uHTS, HEK293 (AID 1566); actives 0.63% (n = 290,000); HEK293 NOD2/NF-kB luciferase reporter, luminescence; higher % means a stronger effect; inhibition, % at 4 µM; hits with a dose series show EC50 in µM; note: many of its hits are not listed in these tables
# Hep lipid drop: hepatic lipid droplet formation modulation; AML12 mouse hepatocytes, oleate lipid droplets, BODIPY imaging; inhibition, % at 6.5 µM; actives 0.4% (n = 240,000); AID 1656;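 active = lipid droplet intensity inhibited by at least 50%, with more than 500 cells counted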
#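 Material – mouse AML12 hepatocyte cell line, fixed after treatment · Compound dosing – one dose, 6.5 µM compound · Times – compound with oleate, overnight · Measured by – Image-based BODIPY and DAPI two-channel analysis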
# M1AAP inhibition: malaria alanyl aminopeptidase activity blockers – biochemical, fluorogenic H-Leu-NHMec substrate, 1536-well (AID 1445); recombinant M1AAP, H-Leu-NHMec fluorogenic kinetic assay; higher % means a stronger effect; inhibition, % at 30 µM; hits with a dose series show IC50 in µM; actives 0.42% (n = 220,000);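 active = primary inhibition above the hit cutoff, then over 50% inhibition at one or more dose response concentrations, cut at about 23% in these data, passing the limit was not always enough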;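 note: plate controls were DMSO full reaction for no effect and no enzyme background for full effect; strong numbers were not always called active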
# Siah-1 displacement: blockers of Siah-1 interaction with plectin peptide – biochemical, fluorescence polarization, rhodamine-plectin, uHTS, primary screen (AID 1817). Siah-1 / rhodamine-plectin peptide fluorescence polarization; higher % means a stronger effect. displacement, % at 20 µM; hits with a dose series show IC50 in µM. actives 0.02% (n = 290,000);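 active = displacement of at least 50% at 20 µM, with a fluorescence ratio check between 0.3 and a set limit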;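 note: plate controls were Siah plus tracer with DMSO for no effect and tracer alone without Siah for full effect; strong numbers were not always called active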
# LYP phosphatase: PTPN22 lymphoid phosphatase activity blockers – biochemical, fluorescence intensity, uHTS (AID 1779) | actives 0.054% (n = 290,000) | recombinant LYP phosphatase, fluorescence intensity; higher % means a stronger effect | inhibition, % at 11.5 µM, or IC50 in µM where a hit was titrated;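 note: plate controls were vehicle with enzyme for no effect and no enzyme for full effect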
# XIAP antagonists: XIAP antagonists, biochemical, IAP family, fluorescence polarization (AID 1018). one-dose displacement, % at 20 µM; IC50 in µM for titrated hits. actives 0.007% (n = 200,000). XIAP BIR domain, fluorescence polarization peptide displacement; higher % means a stronger effect; in the data active = displacement above about 50%; note: a part of the inactive calls stands beside numbers as strong as those of hits
# CSM14.1 death rescue: rescue of cells from ER stress-induced death, primary screen, 384-well, CSM14.1, thapsigargin, ATP luminescence (AID 1222); CSM14.1 thapsigargin-induced death rescue, ATP luminescence; higher % means a stronger effect; one-dose cellular ATP content (survival), % at 20 µM; EC50 in µM for titrated hits; 190,000 tested, under 10 active;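 active = EC50 below 50 µM in the dose-response confirmation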;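 note: death triggered by thapsigargin at about 15 µM added after 2 h compound pretreatment; cell ATP read after overnight thapsigargin exposure of roughly 18 to 22 hours; normalized against plate controls of thapsigargin alone and 5% DMSO vehicle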
# Hep lipid drop cells 6.5 µM: recorded beside Hep lipid drop, whose call it bears; cell count; measured here: cell count, cytotoxicity flag;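 cells counted across two imaged fields per well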
# * marks the source's active call; other numbers are inactive results; x = not tested or not shown. Cut-off read from the data, not from the text of the source, unless noted: active = inhibition above about 50%; inactive = the rest. Some of the compounds tested; rates above refer to the full screens.
SMILES,AID2073,M17LAP inhibition,HEK293 NOD2/NF-kB,Hep lipid drop,Hep lipid drop cells 6.5 µM,M1AAP inhibition,Siah-1 displacement,LYP phosphatase,XIAP antagonists,CSM14.1 death rescue
CCCCc1cc(=O)oc2cc(OC3CCCCC3=O)ccc12 (stereo unspecified),-1.8%,x,6.3%,x,x,x,2.2%,-4.6%,x,x
COC(=O)C1=C(C)N(c2ccc(Br)cc2)C(=O)/C1=C\c1ccco1,5.6%,29.7%,10.8%,-3.7,703,3.7%,-2.2%,0.2%,-5.0%,4.4%
COc1cc(OC)cc(C(=O)N[C@H](C(=O)Nc2nc3ccc(S(C)(=O)=O)cc3s2)C(C)C)c1,1.4%,0.4%,-7.0%,-6.7,724,0.3%,1.1%,7.5%,-5.0%,0.3%
Cc1ccc(C=Nc2ccc(N(C)C)cc2)o1,-31.6%,-1.1%,24.2%,x,x,9.7%,24.3%,-6.2%,-1.8%,0.8%
COc1cccc(N/C(SCc2ccccc2C)=C(/C#N)C(=O)NCc2cccs2)c1,4.2%,1.9%,-0.8%,-8.6,658,-2.3%,-0.3%,12.0%,-6.2%,-0.8%
CCN(CC)C(=O)CSc1nc2ccccc2o1,1.7%,-10.8%,0.6%,-6.7,740,-5.5%,0.6%,-3.8%,-2.7%,-1.6%
O=C(CCCOc1ccccc1)N1CCN(c2ccccc2)CC1,-4.3%,-1.0%,-83.9%,x,x,0.2%,-0.3%,-1.1%,-3.1%,2.7%
COc1ccc(S(=O)(=O)NC(C)C(=O)NCc2ccc3c(c2)OCO3)cc1OC (stereo unspecified),5.3%,x,-5.0%,-12.7,707,x,-8.8%,-8.2%,x,x
Cc1ccc2ccccc2c1NC(=O)c1ccco1,-1.9%,x,2.7%,2.6,441,x,2.6%,-2.4%,x,x
CC(C)(C)c1cc(N2CCOCC2)n2ncc(-c3ccc(Cl)cc3)c2n1,33.4%,x,3.8%,x,x,x,-3.7%,-6.3%,x,x
CC(C)CN(CCNC(=O)CN1N=C(c2ccc(Cl)cc2)CCC1=O)CC(C)C,11.8%,x,10.6%,-17.8,821,x,-0.6%,-2.6%,x,x
CC(C)(C)c1ccc(C(=O)NCCC(=O)N2CCC3(CC2)NCCc2[nH]cnc23)cc1,7.4%,x,4.7%,-27.1,587,x,4.8%,-9.0%,x,x
CCOC(=O)c1cnc2nc(C)[nH]n2c1=O,1.1%,13.1%,-11.0%,13.6,803,4.8%,1.9%,-5.4%,3.6%,0.9%
COc1ccc(OC)c(NC(=O)CCC(=O)Nc2nnc(C(C)C)s2)c1,-7.6%,x,13.4%,9.4,732,x,-9.3%,-10.5%,x,x
Cc1ccccc1OCC(O)Cn1c(NCc2ccco2)nc2c1c(=O)[nH]c(=O)n2C (stereo unspecified),-18.9%,-7.2%,-4.1%,3.9,711,-2.1%,-0.9%,-5.7%,-5.7%,0.0%
COC(=O)c1ccc(NC(=O)C2CCCCC2C(=O)O)cc1 (stereo unspecified),1.9%,13.5µM*,2.7%,x,x,6.0%,1.3%,-1.5%,-4.0%,0.4%
COc1ccc(CC2S/C(=N/N=C/c3ccc(O)cc3)NC2=O)cc1 (stereo unspecified),25.5%,3.8%,-51.3%,3.1,718,17.1%,-1.5%,0.9%,-2.8%,-0.5%
O=C(Cn1cnc(S(=O)(=O)N2CCCC2)c1)Nc1cccc(Br)c1,-7.6%,x,5.3%,-0.3,780,x,-3.4%,-7.4%,x,x
CCCC(=O)N(c1ccc(C(=O)O)cc1)c1nc(-c2ccccc2)c(C)s1,14.6%,-1.6%,-4.6%,0.5,738,2.8%,4.0%,1.3%,-11.4%,1.6%
Cc1ccc(S(=O)(=O)NCC(C)NS(=O)(=O)c2ccccc2[N+](=O)[O-])cc1 (stereo unspecified),6.9%,x,20.0%,-5.8,769,x,-0.9%,-13.6%,x,x

# Taken from the results shown for reference:
SMILES,AID2073,M17LAP inhibition,HEK293 NOD2/NF-kB,Hep lipid drop,Hep lipid drop cells 6.5 µM,M1AAP inhibition,Siah-1 displacement,LYP phosphatase,XIAP antagonists,CSM14.1 death rescue
CCCC(=O)N(c1ccc(C(=O)O)cc1)c1nc(-c2ccccc2)c(C)s1,14.6%,-1.6%,-4.6%,0.5,738,2.8%,4.0%,1.3%,-11.4%,1.6%
Cc1ccc(S(=O)(=O)NCC(C)NS(=O)(=O)c2ccccc2[N+](=O)[O-])cc1 (stereo unspecified),6.9%,x,20.0%,-5.8,769,x,-0.9%,-13.6%,x,x

# (list continues)
SMILES,AID2073,M17LAP inhibition,HEK293 NOD2/NF-kB,Hep lipid drop,Hep lipid drop cells 6.5 µM,M1AAP inhibition,Siah-1 displacement,LYP phosphatase,XIAP antagonists,CSM14.1 death rescue
CC1(C)Cc2c(sc3c2c(=N)n(Cc2ccco2)c(=O)n3Cc2ccc(Cl)cc2)CO1,18.7%,2.4%,1.9%,x,x,6.9%,-4.0%,6.1%,0.2%,4.4%
Cc1ccc(OCCC(=O)Nc2ccc(F)c(Cl)c2)cc1,2.5%,1.0%,11.7%,6.5,605,2.2%,-4.7%,-6.4%,-2.6%,2.0%
CC1CCC(NC(=O)c2ccc(CS(=O)(=O)Cc3ccccc3F)o2)CC1 (stereo unspecified),33.0%,13.7%,4.4%,x,x,10.6%,0.6%,-7.3%,-4.7%,2.6%
O=C(CN1C(=O)COc2ccccc21)N1CCOCC1,-4.6%,x,-22.2%,-0.8,689,x,-3.5%,1.0%,x,x
COC(=O)Cc1ccc(NC(=S)N2CCN(C(=O)C3CCCO3)CC2)cc1 (stereo unspecified),-10.4%,x,5.5%,-7.6,636,x,-0.6%,-5.4%,x,x
CN(CC1CCCO1)S(=O)(=O)c1ccc(C(=O)Nc2ccc(S(N)(=O)=O)cc2)cc1 (stereo unspecified),5.8%,x,-0.1%,-7.0,711,x,-5.2%,-9.1%,x,x
COc1cc(OC)c(NC(=O)Cn2cccc2)cc1Cl,-1.5%,0.8%,10.0%,x,x,2.1%,-3.1%,-5.4%,-2.0%,-1.6%
O=C(Nc1ccc(S(=O)(=O)Nc2ccc(Cl)cc2)cc1)C1CCCO1 (stereo unspecified),-3.6%,-1.2%,8.7%,-22.4,717,-1.5%,-0.9%,-2.9%,-1.6%,x
O=S(=O)(c1ccc(Cl)cc1)N1CCN=C1SCc1cccnc1,-15.8%,-1.5%,2.5%,1.4,683,3.5%,9.5%,-5.5%,3.2%,-0.1%
COc1ccc(CNC(=O)CSc2nnc(C)c(=O)[nH]2)cc1,1.6%,-2.4%,7.3%,-12.4,685,-0.5%,-0.8%,-8.4%,x,x
COc1cccc(C2/C(=C(/O)c3ccc4c(c3)CC(C)O4)C(=O)C(=O)N2CC2CCCO2)c1 (stereo unspecified),9.9%,x,1.1%,15.7,669,x,3.1%,-3.5%,x,x
FC(F)(F)c1cccc(-c2ccc(-c3csnn3)o2)c1,-0.2%,1.9%,5.6%,x,x,-5.2%,1.8%,-3.1%,-3.4%,-0.2%
CCOC(=O)NC(Nc1ccc(OC)cc1)(C(F)(F)F)C(F)(F)F,-1.2%,-1.7%,1.2%,-3.7,598,2.6%,1.0%,-0.8%,-1.6%,-1.4%
COc1ccccc1C(=O)OCCNC(=O)Cn1cnc2c1c(=O)n(C)c(=O)n2C,-3.1%,-6.3%,15.9%,2.1,692,2.8%,4.2%,-2.2%,-4.4%,-1.1%
CCN(CC)Cc1cc2[nH]c3c4ccc(Cl)cc4ncc3c2cc1OC,19.7%,-0.1%,17.0%,-1.3,627,4.1%,-2.6%,-5.5%,x,x
CCC(C)c1ccc(-n2c(=O)c3ccccc3n3c(=S)[nH]nc23)cc1 (stereo unspecified),-31.3%,x,9.6%,-23.9,806,x,7.7%,-6.3%,x,x
O=C(NCc1csc(-c2cccs2)n1)c1ccsc1,-0.2%,-5.6%,-37.2%,-4.0,770,7.2%,13.6%,-1.1%,x,x
Cn1c(=O)c2c(nc(N3CCCCCC3)n2CC(O)COc2ccccc2)n(C)c1=O (stereo unspecified),2.9%,-8.1%,-4.6%,x,x,14.5%,-3.6%,-5.0%,-3.6%,0.9%
CCc1ncc(CN2CCCC(C(=O)Nc3ccc(-c4cscn4)cc3)C2)cn1 (stereo unspecified),-1.3%,x,7.4%,6.1,734,x,11.6%,-7.8%,x,x
S=C(Nc1ccc(Cl)cc1)N1CCCCC1,-28.7%,4.2%,4.7%,-20.4,620,0.1%,0.3%,2.3%,-5.5%,-0.9%
COc1cc(SC)ccc1C(=O)Nc1nc(C)cs1,17.9%,-1.9%,72.2%*,16.8,690,0.3%,6.1%,1.8%,-1.6%,0.5%
O=C(COC(=O)c1c2c(nc3ccccc13)CCCC2)c1cccs1,22.8%,-0.5%,-16.3%,x,x,-1.1%,-3.3%,2.3%,-5.2%,10.9%
CCOC(=O)C1=C(N)OC2=C(C(=O)CC(C)(C)C2)C1C1CCCCC1 (stereo unspecified),-8.6%,4.0%,3.7%,x,x,-7.0%,-2.4%,-2.9%,-0.1%,-0.1%
COC(=O)c1ccc(OCC(=O)c2ccc(O)cc2O)cc1,10.8%,23.5%,-20.9%,x,x,5.1%,8.8%,-0.1%,1.1%,x
NC(=O)c1ccc(NC(=O)Cn2c(=O)n(-c3ccccc3)c(=O)c3oc4ccccc4c32)cc1,9.6%,2.6%,12.1%,24.3,700,-1.8%,5.0%,-7.2%,-5.9%,3.1%
COc1ccccc1CN1CC(C(=O)NCc2cccnc2)CC1=O (stereo unspecified),1.9%,-5.4%,1.8%,-30.8,510,7.8%,-0.3%,-4.7%,-2.9%,x
Cn1cccc1C(=O)NC(=O)CSc1cccc[n+]1[O-],7.2%,12.2%,14.6%,x,x,-3.5%,-3.4%,-6.2%,-2.8%,1.7%
COc1ccc([N+](=O)[O-])cc1NC(=O)CCSCCc1ccccn1,9.0%,0.9%,6.4%,-8.6,607,7.6%,9.2%,-9.9%,-4.4%,-2.4%

# In a second layout: entries from further up.
molecule	AID2073	M17LAP inhibition	HEK293 NOD2/NF-kB	Hep lipid drop	Hep lipid drop cells 6.5 µM	M1AAP inhibition	Siah-1 displacement	LYP phosphatase	XIAP antagonists	CSM14.1 death rescue
COC(=O)c1ccc(OCC(=O)c2ccc(O)cc2O)cc1	10.8%	23.5%	-20.9%	x	x	5.1%	8.8%	-0.1%	1.1%	x
CCOC(=O)C1=C(N)OC2=C(C(=O)CC(C)(C)C2)C1C1CCCCC1 (stereo unspecified)	-8.6%	4.0%	3.7%	x	x	-7.0%	-2.4%	-2.9%	-0.1%	-0.1%
COc1ccc([N+](=O)[O-])cc1NC(=O)CCSCCc1ccccn1	9.0%	0.9%	6.4%	-8.6	607	7.6%	9.2%	-9.9%	-4.4%	-2.4%
O=C(COC(=O)c1c2c(nc3ccccc13)CCCC2)c1cccs1	22.8%	-0.5%	-16.3%	x	x	-1.1%	-3.3%	2.3%	-5.2%	10.9%
